IL1B secr inh – inflammasome signaling inhibition, IL-1 beta readout. 360,000 compounds, 4.7% hits. activity change, % at 57.5 µM. THP-1 LPS/ATP IL-1B secretion, AlphaLISA, 16 h; hits give low values; in the data active = activity change below about -50%; inconclusive = mostly about -30% to -49%; also: % is scaled to controls: 0 for no effect and ±100 for the full control effect
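Secreted IL-1B measured by AlphaLISA bead assay after 16 h compound exposure of THP-1 cells; compounds (final up to 57.5 uM) added 1 h before LPS (250 ng/mL) and ATP (1.25 mM) stimulation; lower signal means less secretion.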
DRD3 agonist – activates the human D3 dopamine receptor; max activation, %; 410,000 compounds, 0.58% hits; P35462; AID 652048; D3R DiscoveRx beta-arrestin cells, luminescence, 90 min; in the data active = max activation above about 30%; also: 0% is about no effect; mostly tested at two doses, the higher about 12 µM
Target sequence (P35462 whole entry, looked up): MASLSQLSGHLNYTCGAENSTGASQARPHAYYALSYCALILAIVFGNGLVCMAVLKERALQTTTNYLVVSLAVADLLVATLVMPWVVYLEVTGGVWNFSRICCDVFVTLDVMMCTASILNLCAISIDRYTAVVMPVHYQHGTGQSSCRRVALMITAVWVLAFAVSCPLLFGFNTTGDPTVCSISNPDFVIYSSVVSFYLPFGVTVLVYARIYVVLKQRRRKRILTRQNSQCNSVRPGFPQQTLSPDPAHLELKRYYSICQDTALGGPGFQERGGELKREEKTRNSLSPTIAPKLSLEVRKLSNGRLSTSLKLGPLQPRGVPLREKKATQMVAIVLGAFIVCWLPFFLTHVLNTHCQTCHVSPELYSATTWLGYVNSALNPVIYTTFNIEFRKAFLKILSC
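Agonist-mode cell screen: cells plated at 1500/well and incubated overnight at 37 °C, then exposed to library compounds for 90 min at 37 °C. Detection reagent was added for 30–60 min at room temperature, and luminescence was read.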
SW480 rereplic – inducers of DNA re-replication in SW480 colon cancer cells; 340,000 compounds, 1.8% hits; Potency, µM (titrated, usually from 46.1 µM), inactives show top-dose re-replication activation, usual class: activators; AID 624297; SW480 DNA re-replication, Hoechst DNA content imaging, 48 h; also: potency is read from the fitted curve at half-maximal effect; % of control where 0% means no effect; nearly all actives have a fitted effect of over 55% in size
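250 cells/well; 23 nL cpd via pin tool; 48 hr, 37 C, 5% CO2; Hoechst 40 min; imager read of total nuclear intensity, ex 405/em 500-530 nm.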
KB-3-1 cytotox – KB-3-1 parental cell cytotoxicity | KB-3-1 viability, CellTiter-Glo ATP luminescence, 72 h | Potency, µM (highest dose often 46.1 µM), without a hit: at the top dose activity change, negative = cytotoxic, hits mostly cytotoxic | 400,000 compounds, 1.4% hits; also: potency is read from the fitted curve at half-maximal effect; % is scaled to controls: 0 for no effect and ±100 for the full control effect; nearly all actives have a fitted effect of over 60% in size
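Cells are dispensed, compounds pinned in, plates held at 37 °C for 72 h, then CellTiter-Glo is added and luminescence read after 10 minutes. Cell line: parental KB-3-1 in phenol-red-free DMEM, 10% FBS.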
GLP1R ag – activates the human GLP-1 receptor; Potency, µM (doses to about 45.6 µM), without a hit: at the highest dose activation, actives largely listed as activators; HEK293 GLP-1R CRE-luciferase, luminescence, 4-6 h; cells express a hypersensitive GLP-1R form; 380,000 compounds, 0.007% hits; also: potency is read from the fitted curve at half-maximal effect; % of control where 0% means no effect
Target sequence (P43220 whole entry, looked up): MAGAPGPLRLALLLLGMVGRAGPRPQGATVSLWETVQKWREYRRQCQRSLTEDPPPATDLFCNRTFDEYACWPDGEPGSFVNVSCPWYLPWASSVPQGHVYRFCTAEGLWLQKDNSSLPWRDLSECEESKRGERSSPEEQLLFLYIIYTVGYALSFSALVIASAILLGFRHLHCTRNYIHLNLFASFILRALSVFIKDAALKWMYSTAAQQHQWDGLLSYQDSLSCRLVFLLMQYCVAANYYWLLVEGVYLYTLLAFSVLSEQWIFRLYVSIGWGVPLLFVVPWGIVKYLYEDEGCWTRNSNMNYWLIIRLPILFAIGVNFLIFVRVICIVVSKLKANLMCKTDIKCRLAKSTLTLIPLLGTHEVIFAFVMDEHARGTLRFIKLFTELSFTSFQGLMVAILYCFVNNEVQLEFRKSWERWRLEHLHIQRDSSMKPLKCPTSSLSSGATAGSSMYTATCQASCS
D3 antag – antagonists of human D3 dopamine receptor. P35462. D3R cells, DiscoveRx beta-arrestin luminescence, antagonist mode; hits give low values. max response, negative = inhibition, %. 360,000 compounds, 2.5% hits. AID 652054; in the data active = max response below about -50%; inconclusive = no clear call, values can overlap the other calls; also: % is scaled to controls: 0 for no effect and ±100 for the full control effect; mostly tested at two doses, the higher about 12 µM
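Cells expressing the human receptor were seeded at 1500 cells/well, incubated overnight at 37 degrees C in 5% CO2, then exposed to library compounds with dopamine controls for 90 minutes at 37 degrees C before luminescent detection.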
HT1080 IDH1KD tx – HT-1080 IDH1 knockdown cell toxicity (counter line) | Potency, µM (top dose mostly 46.1 µM), for the others: at the highest dose activity, negative = toxicity, hits mostly cytotoxic | HT-1080 IDH1 knockdown viability, ATP luminescence, 48 h | AID 686971 | 360,000 compounds, 2% hits;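 also: potency is read from the fitted curve at half-maximal effect; 0% = DMSO wells and -100% = cell-free medium wells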
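After a 2 h attachment period, IDH1KD HT-1080 cells took pin-transferred compound for 48 h at 37 °C; ATP-based luminescence after 10 min room-temperature reagent incubation reported viability.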
HT1080-NT tox – kills 2HG-producing HT-1080-NT fibrosarcoma cells; HT-1080-NT fibrosarcoma viability, CellTiter-Glo ATP luminescence, 48 h; Potency, µM (doses to about 46.1 µM), inactives show top-dose activity, negative = less viability, hits mostly cytotoxic; 360,000 compounds, 1.6% hits; AID 686970;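 also: NT is the 2HG producing partner of a matched IDH1 knockdown line; potency is read from the fitted curve at half-maximal effect; 0% = DMSO-treated cells and -100% = media-only wells without cells; nearly all actives have a fitted effect of over 55% in size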
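Viability of the 2HG-overproducing fibrosarcoma line after 48 hours of compound exposure at 37 degrees C was determined by luminescence with CellTiter-Glo, and concentration-effect curves were then fitted and categorized.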
KB-V1 cytotox – KB-V1 MDR subline cytotoxicity; AID 1347076; KB-V1 MDR cells viability, CellTiter-Glo, 72 h; 400,000 compounds, 3.4% hits; Potency, µM (doses to about 46.1 µM), inactives show top-dose activity change, negative = cytotoxicity, hits mostly cytotoxic; also: potency is read from the fitted curve at half-maximal effect; % is scaled to controls: 0 for no effect and ±100 for the full control effect; nearly all actives have a fitted effect of over 60% in size
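Drug-selected KB-V1 cells, grown in DMEM lacking phenol red with 10% FBS, receive compound titrations; after three days at 37 degrees C, surviving cell ATP is quantified by CellTiter-Glo luminescence and responses normalized and curve-fitted.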
The depositor's hits bear a star; ? = inconclusive; · = not tested or not shown; [ ] = another dose, or the depositor's remark. Unless noted, calls follow the shape of the dose curve; as a rule, active = well fitted curve in the direction sought with a large enough effect; inconclusive = small, poorly fitted or top-dose-only effect, or another doubt; inactive = no such curve, though single readings can be large; an effect the other way counts as inactive or inconclusive.

SMILES	IL1B secr inh	DRD3 agonist	SW480 rereplic	KB-3-1 cytotox	GLP1R ag	D3 antag	HT1080 IDH1KD tx	HT1080-NT tox	KB-V1 cytotox
CC1Sc2ccc(S(=O)(=O)N3CCN(c4cccc(Cl)c4)CC3)cc2NC1=O (stereo not drawn)	1	4	-34%[inhibitor]	-13%	4%	-8	?	?	-10%
O=C1CC(Sc2nnc(-c3ccccc3O)o2)C(=O)N1c1ccccc1 (stereo not drawn)	9	2	-6%	0%	-8%	-21	4.5µM*	?	3%
CC(Oc1ccccc1)C(=O)NNS(=O)(=O)c1ccc([N+](=O)[O-])cc1 (stereo not drawn)	14	5	-104%[inhibitor]	0%	-2%	-4	4%	10%	-4%
CC(C)(C)NC(=O)C1Cc2ccccc2CN1C(=O)Nc1ccccc1Cl (stereo not drawn)	-13	2	2%	-10%	-15%	0	3%	0%	-8%
C#CCOCCOCCOCCNc1nc(N2CCOCC2)nc(N2CCN(C(=O)[C@H](Cc3cc4ccccc4[nH]3)n3cc([C@@H](N)C(C)CC)nn3)CC2)n1 (stereo partly drawn)	?	0	-5%	21%	6%	17	-6%	-6%	30%
O=C(Nc1nnc([C@@H]2C[C@H](O)[C@@H](CO)O2)s1)c1c(F)cccc1F	-56*	4	·	0%	-4%	9	0%	29%	5%
O=C(NCCc1c[nH]c2ccccc12)c1c(Cl)nc2sccn12	8	3	-5%	5%	26%	9	18%	21%	14%
CC1=C(C(=O)N(C(C)C)C(C)C)CC(CC(=O)NCCCN(C)C)C(=O)N1Cc1ccc(F)cc1 (stereo not drawn)	9	5	·	0%	3%	27	2%	31%	2%
O=C(NN1CCN(Cc2ccccc2Cl)CC1)c1ccc(Cl)cc1	7	-6	2%	-2%	-4%	-5	-11%	6%	?
CC(=O)Nc1ccc(S(=O)(=O)NC2CC(=O)N(c3ccc(C)cc3)C2)cc1 (stereo not drawn)	-4	11	6.5µM*	4%	13%	4	3%	6%	24%
COCCCNC(=O)Nc1ccc2c(c1)N(C)C(=O)CS2	0	1	1%	7%	-8%	-20	2%	21%	-7%
COc1ccc(Cn2c(=O)[nH]c3cc(C(=O)Nc4ccc(N5CCN(C)CC5)cc4)ccc32)cc1	-59*	2	10%	0%	0%	12	-16%	-3%	0%
C=CCN(C(=O)CCS(=O)(=O)c1cccc2nsnc12)c1ccccc1	2	7	22%	2%	9%	-9	3%	3%	-7%
CCOC(=O)N1CCC(NC(=O)CCC(=O)N2CCOc3ccc(Cl)cc32)CC1	-7	-2	2%	1%	3%	0	21%	4%	?
C[C@H](CO)N1C[C@H](C)[C@@H](CN(C)Cc2ccc(Oc3ccccc3)cc2)Oc2cc(Br)ccc2S1(=O)=O	-2	-3	·	-2%	13%	13	?	?	0%
OCCN(CC#CCC(O)(c1ccccc1)C1CCCC1)CCO (stereo not drawn)	-21	3	-8%	0%	0%	5	14%	22%	-7%
COc1ccc(CCNC(=O)C(=O)NCc2ccccc2C)cc1OC	24	0	-2%	3%	-6%	-4	0%	-12%	-8%
COc1cc(/C=N/n2nnnc2N)ccc1OCC#N	-7	-11	-7%	-2%	9%	17	-1%	8%	-3%
COc1ccc(Cl)cc1C(=O)O/N=C(\N)c1ccc(Cl)cc1	15	-6	1%	-4%	2%	14	-1%	-7%	-30%
CCc1sc(C(=O)NNC(=O)CNC(=O)c2ccccc2F)cc1C	-1	-3	-8%	-1%	-7%	-6	1%	4%	-12%
COc1c(C(CC(C)C)OC(C)=O)ccc2c1C(=O)OCc1cc(C)cc(O)c1O2 (stereo not drawn)	-24	2	-1%	?	4%	11	?	-27%	-28%
O=C(c1cc2nc(-c3ccco3)cc(C(F)(F)F)n2n1)N1CCN(c2ccc(F)cc2)CC1	-76*	22	-3%	-18%	8%	16	?	?	-6%
Cn1c(CNc2ccc(Cl)cc2)nnc1SCc1ccccc1	?	-6	6%	-5%	2%	-23	-8%	-6%	-24%
Cc1ccc(NC(=S)NCC(C)C)cc1	-8	1	-45%[inhibitor]	0%	-5%	3	-1%	6%	-30%
COc1ccc(N2CC(C(=O)NCc3n[nH]c(=O)c4ccccc34)CC2=O)cc1 (stereo not drawn)	1	-12	-4%	-11%	11%	-15	-10%	-8%	-6%
Going on with the list.
SMILES	IL1B secr inh	DRD3 agonist	SW480 rereplic	KB-3-1 cytotox	GLP1R ag	D3 antag	HT1080 IDH1KD tx	HT1080-NT tox	KB-V1 cytotox
CSCCC(NC(=O)C1CCC(C)CC1)C(=O)OCC(=O)c1ccc(Cl)cc1 (stereo not drawn)	3	-10	-2%	-1%	1%	-19	19%	21%	-15%
CN1CCC(N(C)C(=O)/C(C#N)=C/c2ccc(OC(F)F)cc2)CC1	-6	-3	-11%	11%	2%	-22	-1%	0%	-3%
COc1ccc(CCNC(=O)CCC(=O)N2CCN(S(=O)(=O)c3ccccc3)CC2)cc1OC	3	-2	-20%	-4%	-4%	-6	-7%	7%	-1%
Cc1ccc(S(=O)(=O)N2CCC(=O)N(C(COCc3cccc(C)c3)C(C)C)CC2)cc1 (stereo not drawn)	11	9	?	?	11%	10	-12%	0%	?
Cn1cc(Br)c(-c2cccc(NC(=O)CCCC(=O)O)c2)n1	92	0	5%	7%	4%	0	7%	5%	?
CC(C)CC(=O)NC(=S)Nc1cc(C(=O)O)ccc1Cl	26	-3	1%	?	-2%	11	2%	-8%	6%
Cc1cc(C(=O)COC(=O)c2n[nH]c(=O)c3ccccc23)c(C)n1C	-6	-1	0%	-1%	1%	21	10%	-3%	17%
COc1ccccc1NC(=O)N1CCCC1C(=O)NCc1ccc(F)cc1 (stereo not drawn)	-1	1	-5%	9%	-1%	?	11%	10%	0%
Cc1ccc(N(CC(=O)NCc2ccco2)C(=O)CCC(=O)Nc2nccs2)cc1	-9	-19	-7%	-1%	10%	-18	0%	-1%	-19%
CCCCNC(=O)c1nc(C2CCNCC2)oc1-c1cccc(C(F)(F)F)c1	?	-13	·	5%	·	3	?	?	-6%
CC(=O)N(C)c1nc(-c2ccc(Cl)cc2)cs1	-2	-1	26%	31%	6%	12	0%	5%	-23%
CCCCNC(=O)C1=C(N)C(C(=O)Nc2ccc(C)c(S(=O)(=O)N3CCCCC3)c2)SC1=Nc1ccc(C)cc1C (stereo not drawn)	0	-4	17%	?	-5%	-19	-26%	-14%	?
O=C(c1ccc(Cl)cc1)c1ccc(CN2C(=O)c3ccccc3C2=O)o1	-23	-5	-3%	14%	-9%	-64*	4%	13%	8%
COc1ccccc1C(=O)NCCc1nc2ccccc2n1C	-15	3	-4%	-1%	24%	0	29%	19%	-4%
COC(=O)c1sc2ccccc2c1NC(=O)c1ccc(S(=O)(=O)N2CCC(C)CC2)cc1	5	9	?	2%	5%	29	0%	-2%	-22%
Cc1ccc(Cc2c(-c3ccc(C#N)cc3)nc3ccc(Br)cn23)cc1	-9	0	·	?	0%	8	-5%	-14%	-25%
CCOCCCNC(=O)c1oc2ccc(S(=O)(=O)N3CCOCC3)cc2c1C	-1	-4	8%	4%	7%	-4	20%	8%	?
Cc1ccc2c(c1)-c1nc(-c3ccc4c(c3)NC(=O)CO4)cc(-c3ccccc3)c1CO2	·	6	·	0%	-7%	·	·	·	11%
CCN(CC)C(C(=O)Nc1ccc2c(c1)OCO2)c1ccccc1 (stereo not drawn)	-9	-4	-1%	-13%	1%	-14	7%	0%	-11%
O=C(CCCCCCCC(=O)c1ccccc1)c1ccccc1	0	-8	4%	-6%	-5%	-10	2%	0%	0%
Cc1ccc(-c2nc3cc(Cl)ccc3o2)cc1	35	-6	7%[9.22 µM]	7%	-11%	3	3%	0%	16%
Cc1cc(C(=O)NCc2ccccc2Br)no1	-12	5	-3%	20%	?	13	10%	11%	0%
O=C(/C=C/c1ccccc1)c1ccc2c(c1)OCO2	-7	-19	?	-19%	-3%	0	0%	-18%	17%
CC1CCCCC12NC(=O)N(CC(=O)NCC(=O)Nc1ccc(F)c(F)c1F)C2=O (stereo not drawn)	5	-3	-2%	4%	14%	-4	9%	4%	9%
O=C(Nc1ccc2nc(N3CCOCC3)sc2c1)c1ccc(F)cc1	0	-2	0%	23%	7%	11	-19%	1%[9.24 µM]	0%

Three compounds from above, arranged by heavy-atom count, descending.
SMILES	IL1B secr inh	DRD3 agonist	SW480 rereplic	KB-3-1 cytotox	GLP1R ag	D3 antag	HT1080 IDH1KD tx	HT1080-NT tox	KB-V1 cytotox
COC(=O)c1sc2ccccc2c1NC(=O)c1ccc(S(=O)(=O)N2CCC(C)CC2)cc1	5	9	?	2%	5%	29	0%	-2%	-22%
CCCCNC(=O)c1nc(C2CCNCC2)oc1-c1cccc(C(F)(F)F)c1	?	-13	·	5%	·	3	?	?	-6%
Cc1cc(C(=O)NCc2ccccc2Br)no1	-12	5	-3%	20%	?	13	10%	11%	0%

Continued.
SMILES	IL1B secr inh	DRD3 agonist	SW480 rereplic	KB-3-1 cytotox	GLP1R ag	D3 antag	HT1080 IDH1KD tx	HT1080-NT tox	KB-V1 cytotox
O=C(Nc1cccnc1Cl)c1ccc(S(=O)(=O)N2CCCCCC2)cc1	-1	2	-1%	-14%	0%	9	-15%	10%	9.2µM*
CC(=O)c1sc2nsc(SCCN3CCCC3)c2c1N	-93*	-11	-2%	-14%	-24%	-4	-2%	-10%	4%
Cc1nonc1NC(=O)CSc1nc2ccccc2o1	-2	0	-14%	11%	0%	-8	5%	6%	23%
O=C(COC(=O)CCSc1ccc(F)cc1)NCc1ccc(F)cc1	3	-20	-4%	·	3%	-10	-3%	0%	·
CCC(=O)c1cn([C@H](CCC(OC)OC)CC(=O)OC(C)(C)C)cc1CC	10	-18	-10%	-5%	-3%	?	4%	12%	10%
NC(=O)C1CCN(C2CC(=O)N(c3ccc(F)c(Cl)c3)C2=O)CC1 (stereo not drawn)	10	-2	1%	3%	-13%	?	9%	13%	11%
O=C(COC(=O)C1CC2C=CC1C2)Nc1cccc(S(=O)(=O)N2CCCCCC2)c1 (stereo not drawn)	-2	2	0%	12%	1%	32	-7%	-6%	-6%

Bioassay records as filed in PubChem BioAssay.
